Source: PubChem BioAssay (The Scripps Research Institute Molecular Screening Center)
SRC1 TRFRET art – counter-screen for PPARgamma SRC-1 recruitment agonists: TR-FRET artefact | TR-FRET detection artefact counter-screen, emission ratio; hits give high values | TR-FRET ratio at 8 µM | hit rate 0.34% among 99,000 | AID 1051; in the data active = TR-FRET ratio above about 2300; note: inactives centre near 1800; reference of the scale not given here
SRC3 TRFRET art – TR-FRET artefact, counter-screen to PPARgamma/SRC-3 agonist assay | PPARgamma/SRC-3 format; hits give high values | TR-FRET ratio at 8 µM | hit rate 0.39% among 99,000 | AID 1048; in the data active = TR-FRET ratio above about 2000; note: inactives centre near 1600; reference of the scale not given here
The depositor's hits bear a star; & = joins results of further samples.

molecule	SRC1 TRFRET art	SRC3 TRFRET art
CN(/C(=N\S(=O)(=O)c1ccccc1)c1ccccc1)c1ccc(O)cc1	1790	1836
C=CCNC1=C(Cl)C(=O)c2ccccc2C1=O	1761	1609
COc1cccc(-c2ccc(SCc3ccccn3)nn2)c1	1906	1692
Cc1ccc(C(=O)NCCCc2ccccc2)c(C)c1	1729	1581
CN1CCN(C(=O)/C(=C/c2cccs2)NC(=O)c2ccco2)CC1	1737	1690
Cc1cc(C)cc(NC(N)=S)c1	1822	1548
CC(C)N(Cc1cnn(C)c1)Cc1nc(-c2ccc(Cl)cc2)no1	1819	1487
O=C(c1cccc(N2C(=O)c3ccccc3C2=O)c1)N1CCCCCC1	1866	1522
CCOC(=O)c1csc(NC(=O)CC2CCCC2)n1	1627	1569
O=C(O)CC(NC(=O)C1CCCCC1)c1ccc(OC2CCCC2)cc1 (stereo unspecified)	1471	1473
CCN1CCN(C(=S)Nc2ccc3nc4n(c(=O)c3c2)CCCCC4)CC1	1895	1504
O=C(Nc1ccc2c(c1)OCO2)N1CCN(c2ccccc2)CC1	1991	1693
COc1ccc(S(=O)(=O)N2CCCCC2)cc1NC(=O)c1ccc2c(c1)OCO2	1993	1490
CC(C(=O)Nc1ccccc1Br)c1ccc([N+](=O)[O-])cc1 (stereo unspecified)	1884	1866
CCN(CC)S(=O)(=O)c1ccc(N/N=C/c2ccc(O)cc2)nc1	1726	1562
Cc1cc(Br)c(OCc2ccc(C(=O)N/N=C3\CC(=O)CC(C)(C)C3)cc2)c(Br)c1	2207	1703
CCn1c(C)[n+](Cc2ccccc2)c2ccc(C(=O)OC)cc21	2007	1784
CCc1cccc(CC)c1NC(=S)NCc1nc2ccccc2[nH]1	1941	1588
Cc1ccsc1/C=N/NC(=O)c1ccccn1	1709	1814
CCCCCCn1nc(C(=O)OCC(=O)c2c(N)n(C)c(=O)n(C)c2=O)c2ccccc2c1=O	1626	1344
Cc1sc(NC(=O)c2ccco2)c(C(c2ccccc2)N2CCC(C)CC2)c1C (stereo unspecified)	1561	1515
COc1ccc(CC(=O)Nc2cc3oc4ccccc4c3cc2OC)cc1	1736	1582
Cc1ccc(C(=O)N2CC(=O)Nc3ccc(F)cc3C2c2ccccc2)cc1[N+](=O)[O-] (stereo unspecified)	1938	1561
Nc1cc2nc[nH]c2cc1N	1758	1537
CCCCn1[nH]c(-c2ccccc2)cc1=O	1642	1473
CCOc1ccc(-c2nnc(-c3ccncc3)o2)cc1OCC	1693	1611
COc1cc(C(=O)Nc2ccc(Cl)c(C(F)(F)F)c2)cc(OC)c1OC	1575	1321
CCOc1ccc(-n2c(=O)c3sccc3n(Cc3ccc(C)cc3)c2=O)cc1	2007	1473
Fc1ccc(NC(=S)NCCc2ccc(Cl)cc2)cc1	1814	1547
COc1ccc(NC(=S)NNC(=O)c2ccc(S(=O)(=O)N3CCOCC3)cc2)cc1	1586	1769

Single records, from the list above. Order of values: SRC1 TRFRET art	SRC3 TRFRET art
`COc1ccc(NC(=S)NNC(=O)c2ccc(S(=O)(=O)N3CCOCC3)cc2)cc1` across the screens: 1586	1769
`CC(C)N(Cc1cnn(C)c1)Cc1nc(-c2ccc(Cl)cc2)no1` across the screens: 1819	1487
`Nc1cc2nc[nH]c2cc1N` across the screens: 1758	1537
`COc1cccc(-c2ccc(SCc3ccccn3)nn2)c1` across the screens: 1906	1692

Next section
molecule	SRC1 TRFRET art	SRC3 TRFRET art
Cc1nc(N2CCOCC2)c2c(C)c(C(=O)Nc3ccccc3Cl)sc2n1	2058	1571
CN1CCN(CCC2Oc3cc([N+](=O)[O-])ccc3NC2=O)CC1 (stereo unspecified)	1593	1470
CCOC(=O)C1(Cc2cccc(F)c2)CCN(C(=O)Cc2cccnc2)CC1	2018	1332
CCOc1ccccc1NC(=O)CN1C(=O)C(=O)N(Cc2ccco2)C1=O	1724	1545
Cc1n[nH]c(=S)n(NC(=O)/C=C/C(=O)Nn2c(=S)[nH]nc(C)c2=O)c1=O	1770	1382
C=CCn1c(SCC(N)=O)nc2scc(-c3ccc(C)o3)c2c1=O	1761	1750
C/C(=N/NC(=O)CSc1nc2ccccc2n1C)c1ccncc1	1710	1615
Cc1cc(Oc2ccc(-c3ccccc3)cc2)n2ncnc2n1	1880	1391
Cn1c(-c2ccccc2)c(C(=O)CC#N)c2ccccc21	1941	1614
CCOc1ccc(NS(=O)(=O)c2ccc3[nH]c(=O)cc(C(=O)O)c3c2)cc1	1768	1668
Nc1c(-c2ccccc2)c(CSc2nc3ccccc3[nH]2)nn1-c1ccc(Cl)cc1	1858	1548
COc1ccc(NC(=O)N(Cc2cc3ccc(OC)cc3[nH]c2=O)CC2CCCO2)cc1 (stereo unspecified)	1710	1604
Cc1ccc(/C=C2/SC(=S)N(CCCC(=O)Nc3ccc(O)cc3)C2=O)cc1	1935	1357
O=C(NC(=S)NNS(=O)(=O)c1ccccc1)c1ccc([N+](=O)[O-])cc1	1697	1639
CN(C)/C=C(\C#N)C(=O)N/N=C/c1ccccc1	1586	1601
CCc1ccc(NC(=O)CC2C(=O)N(c3ccc(C)cc3)C(=O)N2CCc2ccncc2)cc1 (stereo unspecified)	1915	1547
Cc1ccccc1-n1c(C)nnc1SCC(=O)N(C)C1CCS(=O)(=O)C1 (stereo unspecified)	1654	1438
COc1ccc(N2CCN(c3nc4ccccc4n3CC(=O)c3ccccc3)CC2)cc1	1711	1381
COC(=O)/C=c1/s/c(=C(/C#N)C(=O)N2CCCCC2)n(-c2ccccc2)c1=O	1839	1494
Cc1ccc(S(=O)(=O)N2CCN(c3ccc([N+](=O)[O-])c(NCCN4CCOCC4)c3)CC2)cc1	1957	1731
O=C(Nc1cccnc1)c1ccc(Cl)c(S(=O)(=O)N2CCc3ccccc32)c1	1700	1482
N#CCCN(C(=O)COc1ccc(F)cc1Br)c1ccccc1F	1526	1448
Cc1nnc(N/N=C/c2c(Cl)cccc2Cl)n1N	1586	1529
CN(C)CCNC(=O)NC(=O)c1ccc(Cl)cc1	1745	1456
O=c1c2cc(Cl)ccc2nc(-c2ccc([N+](=O)[O-])cc2)n1O	1770	1588
CC(C)c1ccc(-n2cnn(-c3ncccc3[N+](=O)[O-])c2=O)cc1	1600	1532
COc1ccc(NC(=O)c2c[nH]c(=O)n(-c3ccc(C)c(C)c3)c2=O)cc1OC	1917	1764
O=C1/C(=C/c2cccnc2)CCc2c1[nH]c1ccccc21	1592	1694
CN(C)CCCNC(=O)c1cc(C(=O)c2ccc(F)cc2)c[nH]1	1808	1627
COc1cccc(CC2(CO)CCCN(S(=O)(=O)N(C)C)C2)c1 (stereo unspecified)	1848	1655

A draw from above in order of number of heavy atoms, largest number first:
molecule	SRC1 TRFRET art	SRC3 TRFRET art
Nc1c(-c2ccccc2)c(CSc2nc3ccccc3[nH]2)nn1-c1ccc(Cl)cc1	1858	1548
Cc1ccc(/C=C2/SC(=S)N(CCCC(=O)Nc3ccc(O)cc3)C2=O)cc1	1935	1357
CN1CCN(CCC2Oc3cc([N+](=O)[O-])ccc3NC2=O)CC1 (stereo unspecified)	1593	1470

Other structures follow:
molecule	SRC1 TRFRET art	SRC3 TRFRET art
CCN(c1ccccc1)S(=O)(=O)c1ccc(C(=O)Nc2nnc(-c3ccco3)o2)cc1	1767	1714
CC(/C=C1\SC(=S)N(NC(=O)c2ccc(O)cc2)C1=O)=C\c1ccccc1	1822	1725
CCc1nnc(NC(=O)CCC(=O)NC2CCCc3ccccc32)s1 (stereo unspecified)	1569	1546
O=C(Nc1cccc(O)c1)C1CCCN1C(=O)OCc1ccccc1 (stereo unspecified)	1835	1487
COc1cc(C2NC(=O)NC(C)=C2C(=O)OCC2CCCO2)cc(OC)c1OC (stereo unspecified)	1503	1649
COc1ccc2c(c1OC)C(=O)N1c3ccccc3N=C(c3ccc([N+](=O)[O-])cc3)CC21 (stereo unspecified)	1965	1626
Cc1cccc(OCCC(=O)Nc2ccc(F)c(F)c2)c1	1835	1629
O=C(O)COCCN1CCN([C@H](c2ccccc2)c2ccc(Cl)cc2)CC1	1532	1518
COCCNC(C(=O)Nc1ccc([N+](=O)[O-])cc1Br)c1ccccc1 (stereo unspecified)	1748	1601
O=C(COC(=O)/C=C/c1nc2ccccc2s1)Nc1ccccc1Oc1ccccc1	1932	1661
Cc1ccc(/C(O)=C2\C(=O)C(=O)N(Cc3cccnc3)C2c2ccccc2[N+](=O)[O-])cc1 (stereo unspecified)	1727	1529
O=C(COc1ccc(Cl)cc1)NCc1nnc(SCC(=O)Nc2ccc(F)cc2F)o1	1663	1593
CCn1c(=O)cc(SCC(=O)N2CCN(c3ccccn3)CC2)c2ccccc21	3018*	2355*
CCCCOc1cc(C(=O)NCCN(CC)CC)c2ccccc2n1	1979&1952	1816&1729
Cc1cc(-c2cccc([N+](=O)[O-])c2)nc2ccccc12	1596	1504
Cc1sc2cc(-c3cccc([N+](=O)[O-])c3)c(-c3cccc([N+](=O)[O-])c3)c[n+]2c1C	1894	1647
Cn1cccc1Cc1nnc(SCC(=O)Nc2ccc(F)cc2)n1CCc1ccccc1	1867	1745
O=C1CN(C(=O)c2ccccn2)c2ccccc2N1	1663	1309
O=C(COC(=O)c1ccc(Cl)nc1)NCCC1=CCCCC1	1747	1602
O=C(NNC(=O)C1CCCN(c2ncccn2)C1)c1ccncc1 (stereo unspecified)	1746	1807
Cc1ccc(OCC(=O)N(Cc2ccccc2)C2CCS(=O)(=O)C2)c([N+](=O)[O-])n1 (stereo unspecified)	1700	1304
CCOC(=O)c1sc(NCc2ccco2)c(-c2nc3ccccc3s2)c1N	1790	1419
CCc1nc(SCC(=O)c2ccccc2)c2ccccc2n1	2208	1580
O=S(=O)(Nc1cccc(-c2cn3cccnc3n2)c1)c1ccc(F)cc1	1886	1597
COc1ccccc1C(=O)Nc1ccc(-c2nnn(CC(=O)N3CCN(C(=O)c4ccco4)CC3)n2)cc1	1395	1822
Cc1ccc(NC(=O)COC(=O)c2cccnc2)c(C)c1	1739	1602
COc1ccc(CCNC(=O)CSc2ccc(-c3cccs3)nn2)cc1OC	1672	1598
Cc1cccc(Nc2nnc(SC3CCOC3=O)s2)c1C (stereo unspecified)	1663	1380
CCCN1CCN(C(=S)Nc2ccc(S(N)(=O)=O)cc2)CC1	1744	1616
O=c1[nH]c2ccc(NC(=S)Nc3ccccc3)cc2[nH]1	1598	1731
O=C(Cn1cc2c(n1)CCCCC2)NCc1cccs1	1857	1506
O=C(CSCc1ccc(Cl)cc1)N/N=C/c1c(Cl)cccc1Cl	1922	1647
COc1ccc(C(=O)c2c[nH]c(C(=O)NCCCn3ccnc3)c2)cc1	1911	1774
O=C(O)C1CCCN(S(=O)(=O)c2ccccc2)C1 (stereo unspecified)	1868	1534
O=C1CN(C(=O)COC(=O)c2cccnc2Cl)c2ccccc2N1	1773	1491
CCCc1ccc(OCc2ccc(C(=O)NCc3cccnc3)o2)c(OC)c1	1875	1544
O=C(COC(=O)CCc1nc2ccccc2c(=O)[nH]1)NC(=O)NC1CCCC1	1684	1498
Cc1cccc(C)c1NC1=NC(=S)N(c2ccc(C(=O)O)cc2)C12CCCCC2	1621	1681
Cc1nn(Cc2ccccc2)c(Cl)c1C(=O)OC(C)C#N (stereo unspecified)	2134	1749
COc1cc(NC(=O)c2cccs2)ccc1NC(=O)c1ccccc1Cl	1692	1463
COc1ccc(/C=N/NC(=O)CC(=O)N/N=C/c2ccc(OC)cc2)cc1	1749	1512
CC(C)NC(=O)CC1C(=O)N(Cc2ccccc2)C(C)c2nc3ccccc3n21 (stereo unspecified)	1752	1582
COc1ccccc1-c1n[nH]c(=S)n1Cc1ccco1	1917	1516
O=C(O)CNC(=O)/C(=C/c1cccc([N+](=O)[O-])c1)NC(=O)c1ccco1	1748	1593
Cc1ccc(S(=O)(=O)N2CCN(C(=O)c3cccs3)CC2)cc1	1875	1606
C=CCn1c(-c2ccccc2[N+](=O)[O-])n[nH]c1=S	1751	1451
O=C(COC(=O)c1cc(Br)ccc1Cl)NC1CC1	1838	1469
N#CCCN(C(=O)Nc1ccc(Cl)c(Cl)c1)c1ccccc1	1793	1432
COC(=O)c1cc(OC)c(OC)cc1NC(=S)N1CCN(c2ccccn2)CC1	1627	1786
C/C(N)=C(/C#N)C(=O)CSc1nc2cc(Cl)ccc2c(=O)n1-c1ccc(C)cc1	1865	1645
CCCS(=O)(=O)c1c(S(=O)(=O)CCC)c2cc(-c3ccncc3)ccn2c1C(=O)OC	1565	1512
CCOc1ccc(CN2C(=O)c3ccccc3C2C(=O)NCC2CCCO2)cc1 (stereo unspecified)	1749	1336
COc1ccc(/C=N/NC(=O)c2[nH]c(C)c(C(=O)N/N=C/c3ccc(OC)cc3)c2C)cc1	1895	1537
